RmlCD inh 1536 – M. tuberculosis RmlC/RmlD inhibition; P9WH09+P9WH11; inhibition, % at 3.6 µM; 160,000 compounds, 0.03% hits; RmlC+RmlD coupled enzyme assay, percent inhibition; primary screen in compound mixtures; in the data active = inhibition mostly above about 34%, no sharp cut-off; inconclusive = no clear call, values can overlap the other calls; inactive = mostly below about 22%; note: some results filed as inactive read as strong as hits
Target sequence (P9WH09 whole entry, looked up): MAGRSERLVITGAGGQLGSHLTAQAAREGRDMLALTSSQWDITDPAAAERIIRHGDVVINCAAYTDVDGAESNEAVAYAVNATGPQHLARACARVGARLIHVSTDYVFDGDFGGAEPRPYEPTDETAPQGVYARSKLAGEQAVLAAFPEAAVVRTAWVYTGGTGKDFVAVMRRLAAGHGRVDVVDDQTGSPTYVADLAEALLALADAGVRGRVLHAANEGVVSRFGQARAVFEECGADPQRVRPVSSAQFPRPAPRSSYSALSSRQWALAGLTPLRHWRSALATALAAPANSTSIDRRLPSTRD
Target sequence (P9WH11 whole entry, looked up): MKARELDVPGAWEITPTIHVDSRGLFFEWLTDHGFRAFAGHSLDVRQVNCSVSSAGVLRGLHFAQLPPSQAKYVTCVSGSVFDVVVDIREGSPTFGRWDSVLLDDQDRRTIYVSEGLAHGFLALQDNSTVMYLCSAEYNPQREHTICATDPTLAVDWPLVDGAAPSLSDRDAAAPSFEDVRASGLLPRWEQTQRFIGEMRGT
M. tuberculosis GlmU – inhibition of mycobacterial GlmU enzyme – biochemical, glucosamine-1-phosphate acetyltransferase (AID 1376). M. tuberculosis GlmU acetyltransferase enzyme assay; higher % means a stronger effect. 220,000 compounds, 0.25% hits. one-dose inhibition, %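 (tested at 30 µM in the primary screen)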; IC50 in µM for titrated hits; in the data active = inhibition above about 13%; inconclusive = no clear call, values can overlap the other calls;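 note: 0% = complete reaction with vehicle and 100% = reaction without substrate; strong numbers were not always called active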
* = called active by the depositor; ? = inconclusive; . = not tested or not shown. Some of the compounds tested; the hit share may differ from the screen's.

The first 3 compounds as a preview:
molecule,RmlCD inh 1536,M. tuberculosis GlmU
CCNC(=S)Nc1ccc(OC(F)(F)F)cc1,7,-0.2%
Cc1cccc(Cn2cnc3ccccc32)c1,-1,-1.9%
CC(=O)c1ccc(NC(=O)c2cnsn2)cc1,8,1.9%

Main list, repeating the preview:
molecule,RmlCD inh 1536,M. tuberculosis GlmU
CCNC(=S)Nc1ccc(OC(F)(F)F)cc1,7,-0.2%
Cc1cccc(Cn2cnc3ccccc32)c1,-1,-1.9%
CC(=O)c1ccc(NC(=O)c2cnsn2)cc1,8,1.9%
COc1ccc(CCNC(=O)N2c3ccccc3Sc3ccccc32)cc1,.,1.7%
O=C(Nc1ccccc1)/C(=C1\CCCN1)[N+](=O)[O-],22,5.7%
NS(=O)(=O)c1ccc(NC(=O)CCc2ccccc2)cc1,8,-3.3%
Cc1cccc(C)c1NC(=O)CSc1cc(C(=O)c2nccn2C)c2ccccc2n1,8,-2.2%
COCCN(C(C)=O)c1nnc(-c2ccccn2)s1,7,-1.7%
CCN1CCN(CC(=O)Nc2ccc(Cl)c(S(=O)(=O)N(C)C)c2)CC1,32,3.5%
CCC(C)(C)NC(=O)COc1ccc(OCc2ccccc2)cc1,-7,8.5%
Cc1[nH]c2ccccc2c(=O)c1SC(F)(F)C(F)C(F)(F)F (centres undefined),.,-6.3%
CCN1C(=O)C(CC(=O)Nc2ccc(F)cc2)N(Cc2ccc3c(c2)OCO3)C1=S (centres undefined),-11,1.6%
Cc1cc(C(=O)N2CCN(c3ccc(C(F)(F)F)cn3)CC2)c(C)o1,.,3.6%
COc1ccc(Nc2nc(N)nc(CN3CCOCC3)n2)cc1,-5,-0.2%
O=C(CCN1C(=O)C2C3CC(C(Br)C3Br)C2C1=O)OCC(=O)c1ccccc1 (centres undefined),.,1.4%
Cc1cc(OCC(=O)NC(C)c2ccccc2)ccc1[N+](=O)[O-] (centres undefined),8,3.3%
COc1ccc2c(c1)c(=O)oc1cc(OCC(=O)NC3CC3)ccc12,.,-6.7%
Cc1ccc(OCCN2CCN(C(=O)CCC(=O)Nc3nnc(C(C)C)s3)CC2)cc1,.,-1.8%
CN(c1ccc(OCC(=O)OCC(=O)Nc2c(F)c(F)c(F)c(F)c2F)cc1)S(=O)(=O)c1ccc(F)cc1,-5,-4.6%
COC(=O)c1c(C)[nH]c(C(=O)C(C)OC(=O)C2=NNC(=O)CC2)c1C (centres undefined),.,1.2%
COc1ccc(CC(=O)c2ccc(O)cc2O)cc1,5,3.4%
COc1ccccc1NS(=O)(=O)c1cc(NC(=O)Nc2cccc(C)c2)ccc1N1CCCCC1,-8,4.8%
O=C(NC1CCCCC1)C(c1ccc(O)c(O)c1)N(C(=O)Cn1nnc2ccccc21)c1cccc(O)c1 (centres undefined),-8,-3.2%
Cc1cc(Cl)ccc1Oc1ccccc1C(=O)CC#N,0,-0.8%
CCN1C(=O)CSc2ccc(C(=O)NCc3ccco3)cc21,9,-1.4%
FC(F)(F)c1ccc2c(c1)NP(=S)(N1CCOCC1)c1nccn1-2 (centres undefined),.,-0.7%
Cc1ccc(NC2=CC(=O)CC(c3ccc(Cl)cc3)C2)cc1 (centres undefined),17,2.8%
CCOc1ccc(N(CC(=O)N/N=C/c2cc(Br)c(C)o2)S(C)(=O)=O)cc1,0,6.6%
Cc1ccc2[nH]c3c(c2c1)CN(C(=O)CN1CCN(c2cccc(C)c2C)CC1)CC3,.,3.2%
Cc1nc2ccccc2n1C1CCN(CC(=O)NCc2ccc(F)cc2)CC1,9,1.8%
CC1(C)C(=O)OC(/C=C\c2ccccc2)C(C)(C)C1=O (centres undefined),.,-8.0%
Cn1cc(CN2CCCC(C(=O)c3cccs3)C2)c(-c2cccc(Cl)c2)n1 (centres undefined),-12,0.7%
CSc1ccccc1C(=O)NCCCOC(C)C,.,1.4%
O=C(N/N=C/C=C/c1ccccc1[N+](=O)[O-])c1ccncc1,-1,0.5%
NC(=O)COC(=O)CCSc1ccc(Cl)cc1,7,3.6%
O=c1[nH]c2cc3c(cc2cc1C(c1nnnn1Cc1ccccc1)N1CCCc2ccccc21)OCO3 (centres undefined),14,3.8%
Cc1cccc(C)c1NC(=O)C1(N(Cc2ccco2)C(=O)CC2NC(=O)NC2=O)CCCCC1 (centres undefined),8,0.1%
O=C/C(=C\Nc1ccc(Cl)cn1)c1nc2ccccc2o1,.,0.3%
CC1CCCc2sc3nc(NCc4ccco4)n4ncnc4c3c21 (centres undefined),-62,0.9%
COCCCNC(=O)COc1ccc(Br)cc1Cl,-9,0.3%
O=C(N1CCCCCC1)N1CCN(S(=O)(=O)N2CCOCC2)CC1,-8,2.3%
COc1ccc(CCNC(=O)c2ccc3c(c2)OCCO3)cc1,12,-2.7%
CCC(=O)N1C(=O)CCN(C(C)=O)c2ccccc21,-7,-0.6%
CCN1CCN(CC(=O)N2N=C(c3cccs3)CC2c2ccc(OC)c(OC)c2)C(=O)C1=O (centres undefined),?,-7.0%
CCOC(=O)N1C/C(=C\c2ccccc2)C(=O)/C(=C/c2ccccc2)C1,.,-6.3%
COc1ccccc1CNC(=O)C1COc2ccccc2O1 (centres undefined),-7,-5.1%
CC(C)C[C@H](NC(=O)c1[nH]cnc1C(=O)Nc1ccc(Cl)cc1)C(=O)OC(C)(C)C,-7,1.9%
COc1ccc(OC)c(NC(=O)CCN2CC(C)OC(C)C2)c1 (centres undefined),-7,-1.6%
COc1cc(C(=O)Nc2ccc(Cl)c([N+](=O)[O-])c2)cc(OC)c1OC,-8,3.3%
CSc1ccccc1NC(=O)CN(C)CC(=O)Nc1c(F)cccc1F,7,-1.8%
COc1cc(COc2ccc3c(C)c(Cc4ccccc4)c(=O)oc3c2)cc(OC)c1OC,-9,-0.7%
NS(=O)(=O)c1cccn1-c1ncc(C(F)(F)F)cc1Cl,1,3.4%
COc1ccc(NC(=O)NN2CCOCC2)cc1OC,49,2.6%
CCCCCCCCCCCCCCCC[n+]1ccc(C(N)=O)cc1,1,-12%
Cc1ccccc1C(=O)Nc1cc(S(=O)(=O)N2CCCCC2)ccc1N1CCN(C)CC1,1,-5.2%
CCOc1ccc(NC(=O)c2cccc3c2C(=O)N(CCOC)C3)cc1,-2,-2.3%
CCOCCCNCc1ccc(Cl)cc1,-3,1.9%
CCn1c(Cc2ccccc2)nnc1SCC(=O)NC(C)(C)C,-4,1.2%
CC(C)CN(C(=O)COC(=O)CNC(=O)c1ccc(Cl)cc1)C1CCS(=O)(=O)C1 (centres undefined),-10,0.0%
Cc1cccc(/C(N)=N/OC(=O)CCCN2C(=O)c3ccccc3C2=O)c1,.,-4.1%

Remaining list, next part.
molecule,RmlCD inh 1536,M. tuberculosis GlmU
Cc1cc(NC(=O)CSc2nc(-c3cccnc3)ccc2C#N)no1,10,1.3%
O=C(Cc1cccs1)NCCc1cn2ccccc2n1,.,-5.8%
C=CCOc1c(Cl)cc(CNn2cn[nH]c2=S)cc1OC,-6,11%
CC(C(=O)N1CC2(C)CC1CC(C)(C)C2)N1C(=O)c2ccccc2C1=O (centres undefined),-6,-1.8%
Cc1cc(O)cc2c(=O)c3ccccc3sc12,-3,5.2%
CN(C)c1ccc(C(O)P(=O)(OCc2ccccc2)c2ccc(N(C)C)cc2)cc1 (centres undefined),.,5.1%
COc1cccc(CC(=S)N2CCOCC2)c1,.,1.0%
Cc1cc[n+](-c2nc([O-])sc2/C=N/Nc2ccc([N+](=O)[O-])cc2)cc1,-1,-1.4%
Cc1nc2ccc(C(=O)Nc3cccc([N+](=O)[O-])c3)cc2s1,0,1.0%
CCC(=O)Nc1ccc(-c2csc(NNC(C)=O)n2)cc1,-5,-1.6%
Cc1ccc(N2CC(C(=O)Nc3cccc(F)c3)CC2=O)cc1 (centres undefined),4,-2.4%
O=C(Nc1ccccc1Oc1ccccc1)c1cc([N+](=O)[O-])ccc1Cl,18,-1.0%
N#C/C(C(N)=O)=C1/SC(Cc2ccc(F)cc2)C(=O)N1c1ccccc1 (centres undefined),8,5.9%
Cc1cc(C(=O)NNC(=O)c2ccc(C(F)(F)F)cc2)no1,10,-9.2%
COC(=O)COc1ccc(S(=O)(=O)NCCC2=CCCCC2)cc1Cl,8,1.4%
FC(F)(F)c1cnc(NNC(=S)Nc2ccccc2Cl)c(Cl)c1,13,-3.2%
COc1ccc(NC(=S)NCCc2c[nH]c3ccccc23)cc1,11,1.3%
O=C(CSC1CCCCC1)Nc1ccccc1Br,-3,-5.2%
CCc1ccc(OCC(=O)N2CCN(c3ccccc3F)CC2)cc1,-6,0.0%
CN(C)/C=C(\C#N)C(=O)Nc1ccc(F)c(Cl)c1,-7,-2.4%
O=C(COC(=O)C12CC3CC(CC(C3)C1)C2)NC12CC3CC(CC(C3)C1)C2,.,-0.7%
Cc1cccc(Sc2c(C=O)c3ccccc3n2C)c1,6,-3.1%
O=C(Nc1ccccc1C(=O)O)/C(=C/c1ccc([N+](=O)[O-])cc1)NC(=O)c1ccc(Br)o1,1,9.6%
O=C(c1ccc(F)cc1)C1CCN(C(=O)NC2CCCCC2)CC1,-8,6.2%
CCOCCCNC(=S)N(Cc1ccco1)Cc1cc2cc3c(cc2[nH]c1=O)OCCO3,-5,-6.9%
COc1ccc(N(C)S(=O)(=O)c2cccc3cccnc23)c(OC)c1,-6,1.3%
COc1ccc(N=CC2=C(O)CC(C)(C)CC2=O)cc1,5,-1.0%
CCOC(=O)c1nnn(-c2nonc2N)c1-c1ccc(OC)cc1,5,-4.2%
Cn1c(Cc2cccs2)nnc1SC/C=C/c1ccccc1,.,4.0%
O=C(/C=N/O)NCCCN1CCOCC1,-8,-0.3%

3 of these compounds, set out differently:
Below each SMILES: RmlCD inh 1536	M. tuberculosis GlmU
CCC(=O)N1C(=O)CCN(C(C)=O)c2ccccc21
    -7	-0.6%
Cc1cc(OCC(=O)NC(C)c2ccccc2)ccc1[N+](=O)[O-] (centres undefined)
    8	3.3%
CCn1c(Cc2ccccc2)nnc1SCC(=O)NC(C)(C)C
    -4	1.2%

Later entries.
molecule,RmlCD inh 1536,M. tuberculosis GlmU
N#CC1=C(N)OC(c2ccccc2)=C(C#N)C1c1ccc2c(c1)OCO2 (centres undefined),.,5.4%
CN1C(=O)/C(=C/c2ccco2)SC1=Nc1cccc(C(=O)O)c1,.,11%
COc1ccc(-n2c(-c3ccc(Br)cc3)c[n+]3c2CCC3)cc1,0,-4.9%
O=S(=O)(c1ccc(Cl)nc1)N1CCCc2ccccc21,11,0.8%
Cn1c(=O)oc2cc(S(=O)(=O)NC3CCN(Cc4ccccc4)CC3)ccc21,5,-6.2%
COc1cc(/C=C2\SC(c3ccc(C)cc3)=NC2=O)cc(OC)c1OC,4,-6.2%
Cc1ccc(N2CS(=O)(=O)/C(=C/N(C)C)C2=O)cc1,37,.
S=c1[nH]nc(-c2ccncc2)n1/N=C/c1cn(-c2ccccc2)nc1-c1ccccc1,-1,.
CCOc1cc(S(=O)(=O)n2nc(C)cc2C)ccc1F,.,0.5%
Cc1ccc(NC(=O)CCn2nc([N+](=O)[O-])cc2C)nc1,.,3.1%
Nc1cc(F)ccc1N1CCCCCC1,4,-6.0%
O=C(O)c1cc(S(=O)(=O)O)ccc1O,10,6.2%
Cc1ccccc1-c1ccc(Nc2ccc(N3CCOCC3)cc2)nn1,26,6.9%
O=C(OCc1nnc(-c2ccc(Cl)cc2)o1)c1ccncc1,-6,7.9%
O=C(NCc1cccs1)Nc1cccs1,-17,1.2%
CCN(CC)CCN=Cc1c(O)n(CCC2=CCCCC2)c(=O)[nH]c1=O,.,-2.9%
CCc1c(C)nc(N)nc1OCC(F)(F)C(F)F,.,0.6%
COc1ccc(S(=O)(=O)N(CCC(N)=O)Cc2ccco2)cc1OC,-15,6.0%
Cc1ccc(CNS(=O)(=O)c2ccc3c(c2)n(C)c(=O)c(=O)n3C)cc1,.,6.5%
Cc1cc2nc(N3C(=O)CNC3=S)sc2cc1C,6,4.6%
O=C(CSc1nccn1Cc1ccccc1)NCc1ccccc1,.,4.8%
C=CCNCCOCCSc1ccc(Cl)cc1,-7,2.0%
CCOC(=O)N1CCN(C(=O)C2CCN(S(=O)(=O)N3CCCC3)CC2)CC1,5,-5.1%
CN(C)S(=O)(=O)n1cnc2ccccc21,.,-0.4%
CCc1nnc(NC(=O)C2Cc3ccccc3CN2S(=O)(=O)c2c(C)c(C)cc(C)c2C)s1 (centres undefined),.,6.8%
CCOc1cccc(/C(O)=C2/C(=O)C(=O)N(CCOC)C2c2ccncc2)c1 (centres undefined),-5,0.7%
CCOC(=O)CC(=O)Nc1ccccc1C(=O)O,.,-1.2%
CCOC(=O)c1cnc2ccc(OCC)cc2c1NCc1ccccc1OC,2,1.0%

Source: PubChem BioAssay
